DYRK1A inh: blocks rat Dyrk1A kinase activity | ADP-Glo luminescence, NFATc1 peptide | 310,000 compounds, 0.43% hits | inhibition, % at 12.5 µM; in the data active means inhibition above about 50%;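 further: plate controls were vehicle with enzyme for no effect and no enzyme for full effect; many of its hits are not listed in these tables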
hERG protect: shields human hERG channel from block by proarrhythmic agents; Q12809; CHO-hERG, FluxOR thallium flux, dofetilide IC70 present; activation (rescue from dofetilide block), less the hit threshold, % at 10 µM; 310,000 compounds, 0.51% hits; AID 1511;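 active means activation above the mean of controls blocked by dofetilide plus 5 SD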;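 further: thallium influx through hERG after potassium depolarization seen as dye fluorescence rise; in these data hits start at about 4.7%; inactives centre near -7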
TRPC4 potent: allosteric potentiators of mouse TRPC4 channel. 310,000 compounds, 0.42% hits. B-score at 10 µM. HEK293 TRPC4beta/mu-opioid, DAMGO EC20, Fluo-4 Ca2+ flux; active compounds read high. AID 2227;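 active means B-score of calcium response area above 5 SD of library B-scores, with initial fluorescence ratio within 5 SD of library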;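 further: B-score of integrated fluorescence ratio over time as area under calcium response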
KCNK3 inh: human KCNK3 channel inhibition, primary screen; O14649; CHO-KCNK3 thallium flux, FluxOR fluorescence; active compounds read low; B-score at 10 µM; 340,000 compounds, 0.84% hits;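 active means B-score under library mean minus 4 SD, starting fluorescence ratio at most library mean plus 5 SD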;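 further: more negative B-score means stronger inhibition of thallium flux through KCNK3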
TMEM16A act: activates or potentiates the mouse TMEM16A chloride channel | B-score at 10 µM | Q8BHY3 | HEK293 TMEM16A/YFP-H148Q/I152L, iodide quench fluorescence; active compounds read low | 340,000 compounds, 0.3% hits | AID 623877;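 active means fluorescence-ratio B-score plate-corrected deviation score at least 3 library SD below zero, with starting fluorescence score within 5 deviations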;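 further: channel opened by trigger with iodide after compound preincubation; score built on the fluorescence ratio of max minus min over baseline; more negative score means more quench and so TMEM16A activation or potentiation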
ANO1 block: inhibitors of mouse TMEM16A calcium-activated chloride channel | normalized B-score (activity score, 25-100; higher = stronger inhibition) at 10 µM | 310,000 compounds, 1.2% hits | HEK293 TMEM16A/YFP iodide influx fluorescence, ionomycin | AID 588511;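 active means ratio plate-corrected score three or more library SD toward inhibition, starting fluorescence score within five deviations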;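 further: score derived from kinetic fluorescence span divided by baseline fluorescence per well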
TRPC4 act: activators of mouse TRPC4 channel. Q9QUQ5. HEK293 TRPC4beta/mu-opioid, Fluo4 calcium fluorescence; active compounds read high. B-score at 10 µM. 310,000 compounds, 0.49% hits;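 active means B-score above 5 SD of library B-scores, and initial fluorescence ratio not above library mean plus 5 SD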;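 further: positive B-score marks a calcium rise read as TRPC4 activation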
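Material: TRPC4beta and mu-opioid receptor HEK293 stable cells | Incubation: 45 min room-temperature Fluo4 loading, 110 s read | Detection: Kinetic Fluo4 calcium fluorescence | Measure: Integrated baseline-normalised fluorescence ratio, converted to per-well B score | Benchmarks: Low control buffer alone, high control maximal DAMGO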
KCNQ1 inh: human KCNQ1 channel inhibition; P51787; CHO-K1 KCNQ1, FluxOR thallium flux fluorescence; active compounds read high; B-score at 10 µM; 310,000 compounds, 1.3% hits; AID 2642;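 active means compounds whose thallium flux B-score, printed positive for inhibition, exceeds three library SD while starting fluorescence stays within three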;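 further: channel opened by potassium depolarization with thallium stimulus after 20 min compound exposure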
Target sequence (P51787 whole entry, looked up): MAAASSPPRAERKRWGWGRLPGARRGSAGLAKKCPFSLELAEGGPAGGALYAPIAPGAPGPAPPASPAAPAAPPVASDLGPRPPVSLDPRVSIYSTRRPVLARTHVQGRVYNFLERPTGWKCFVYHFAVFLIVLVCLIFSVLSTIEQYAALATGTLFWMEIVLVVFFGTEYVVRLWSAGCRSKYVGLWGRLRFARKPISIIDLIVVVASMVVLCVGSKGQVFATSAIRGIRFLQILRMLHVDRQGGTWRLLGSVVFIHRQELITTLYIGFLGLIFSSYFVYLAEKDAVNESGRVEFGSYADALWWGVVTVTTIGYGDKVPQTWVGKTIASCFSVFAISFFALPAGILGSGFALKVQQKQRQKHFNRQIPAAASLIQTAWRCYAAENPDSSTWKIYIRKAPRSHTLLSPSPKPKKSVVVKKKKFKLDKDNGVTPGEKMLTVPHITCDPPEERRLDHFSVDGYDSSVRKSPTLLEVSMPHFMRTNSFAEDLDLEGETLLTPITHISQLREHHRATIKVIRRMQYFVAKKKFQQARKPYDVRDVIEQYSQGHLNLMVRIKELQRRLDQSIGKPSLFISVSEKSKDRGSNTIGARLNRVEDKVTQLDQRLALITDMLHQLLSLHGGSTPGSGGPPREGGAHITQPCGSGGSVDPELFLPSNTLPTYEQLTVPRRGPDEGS
KCNK9 block: human KCNK9 channel inhibition; HEK293 KCNK9, FluxOR thallium flux fluorescence; active compounds read low; B-score at 10 µM; 310,000 compounds, 1.2% hits;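 active means ratio B-score over 3 SD below the library mean, with starting fluorescence within 5 SD of its mean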;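 further: negative B-score means less thallium flux so channel inhibition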
HDAC3 inh: human HDAC3 inhibition; recombinant HDAC3, fluorogenic peptide/trypsin coupled, fluorescence; inhibition, % at 8.3 µM; 320,000 compounds, 0.15% hits; AID 2718; in the data active means inhibition above about 26%, passing the limit was not always enough
Target sequence (O15379 whole entry, looked up): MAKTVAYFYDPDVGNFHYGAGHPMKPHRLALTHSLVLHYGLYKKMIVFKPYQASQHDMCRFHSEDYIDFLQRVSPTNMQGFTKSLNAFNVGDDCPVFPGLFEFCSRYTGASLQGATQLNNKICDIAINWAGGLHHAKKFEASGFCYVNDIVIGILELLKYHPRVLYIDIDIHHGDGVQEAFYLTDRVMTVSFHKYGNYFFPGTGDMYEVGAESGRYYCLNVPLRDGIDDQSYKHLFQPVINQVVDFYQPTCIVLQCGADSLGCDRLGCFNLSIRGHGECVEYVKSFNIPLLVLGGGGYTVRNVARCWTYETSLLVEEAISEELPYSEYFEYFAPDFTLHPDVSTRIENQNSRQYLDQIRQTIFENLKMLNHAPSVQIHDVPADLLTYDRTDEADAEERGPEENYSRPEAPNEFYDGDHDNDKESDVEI
KCNQ1 pot: potentiators or activators of human KCNQ1 potassium channel; CHO-K1 KCNQ1, thallium flux FluxOR fluorescence; active compounds read high; B-score at 10 µM; 310,000 compounds, 0.35% hits;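 active means fluorescence ratio B-score, a plate-corrected score, at least three library SD, with initial intensity B-score within 5 SD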
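assay system = KCNQ1-transfected CHO-K1 cells | medium = assay buffer with matched DMSO | probe or stimulus = depolarizing K+/Tl+ stimulus, K2SO4 and Tl2SO4 each 12.5 mM in 5x stock | dosing = single dose | incubation = dye 90 min, compound 20 min, room temperature | detection = kinetic FluxOR fluorescence, 10 s baseline plus 110 s post-stimulus | evaluation = ratio B score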
* hit, by the source's call; i = inactive; / = no result given. The list is partial; rates above refer to the full screens.

Compound,TMEM16A act,KCNQ1 inh,KCNK9 block,TRPC4 potent,KCNK3 inh,ANO1 block,HDAC3 inh,TRPC4 act,KCNQ1 pot,hERG protect,DYRK1A inh
COc1ccc(Cc2nc(-c3ccc(Br)o3)no2)cc1OC,i,i,i,i,i,i,6,i,i,-8,4
Cc1ccccc1OCC(=O)N=Nc1c(O)n(C)c2ccccc12,i,i,i,i,i,i,2,i,8*,0,-3
CCn1cc(S(=O)(=O)NCCc2ccccc2OC)cn1,i,i,i,i,i,i,-2,i,i,-6,4
CCCCC(NC(=O)c1cccc(Br)c1)C(=O)O (configuration not stated),i,i,i,i,i,i,5,i,i,-5,-3
COC(=O)[C@@]12CCCCN1[C@H](c1ccc(-c3ccc(F)cc3)cc1)[C@@H]1C(=O)N(C)C(=O)[C@@H]12,i,i,i,i,i,i,-4,i,i,-9,-2
COc1ccc(-n2c(SCC(N)=O)nnc2-c2cccnc2)cc1,i,i,i,i,i,i,18,i,i,-17,0
CCOC(=O)N1CCC(N2CCN(S(=O)(=O)c3ccc([N+](=O)[O-])cc3)CC2)CC1,i,i,i,i,i,i,-1,i,i,-8,-5
COc1ccc(C2=C(C#N)C(=O)OC2)cc1,i,i,i,i,i,i,-3,i,i,-7,4

Laid out differently: entries from further up
Value order: TMEM16A act, KCNQ1 inh, KCNK9 block, TRPC4 potent, KCNK3 inh, ANO1 block, HDAC3 inh, TRPC4 act, KCNQ1 pot, hERG protect, DYRK1A inh
> COC(=O)[C@@]12CCCCN1[C@H](c1ccc(-c3ccc(F)cc3)cc1)[C@@H]1C(=O)N(C)C(=O)[C@@H]12
  i, i, i, i, i, i, -4, i, i, -9, -2
> CCOC(=O)N1CCC(N2CCN(S(=O)(=O)c3ccc([N+](=O)[O-])cc3)CC2)CC1
  i, i, i, i, i, i, -1, i, i, -8, -5
> COc1ccc(C2=C(C#N)C(=O)OC2)cc1
  i, i, i, i, i, i, -3, i, i, -7, 4
> CCCCC(NC(=O)c1cccc(Br)c1)C(=O)O (configuration not stated)
  i, i, i, i, i, i, 5, i, i, -5, -3

The results go on.
Compound,TMEM16A act,KCNQ1 inh,KCNK9 block,TRPC4 potent,KCNK3 inh,ANO1 block,HDAC3 inh,TRPC4 act,KCNQ1 pot,hERG protect,DYRK1A inh
O=C(/C=C/c1ccc(OCCCF)cc1)N1CCN(Cc2ccccc2)CC1,i,i,i,i,i,i,3,i,i,-5,-1
N#Cc1nc(COc2ccc(F)cc2)oc1N1CCCC1,i,i,i,i,i,i,-3,i,i,-4,-11
CCC1Oc2ccccc2N(CC(=O)NC2CCCCC2)C1=O (configuration not stated),i,i,i,i,i,i,8,i,i,-4,1
COC(=O)c1cc2oc(C)cc2n1CC(=O)N(C)c1ccccc1,i,i,i,i,i,i,9,i,i,0,/
Cc1ccc(N(C(=O)CCC(=O)Nc2cc(C)on2)C(C(=O)NC2CCCC2)c2ccncc2)cc1 (configuration not stated),i,i,i,i,i,i,-8,i,i,-5,-8
Cc1cccc(NS(=O)(=O)c2cccc3nonc23)c1,i,i,i,i,i,i,-7,i,i,-8,0
CC(Oc1ccccc1)C(=O)NCc1cccnc1 (configuration not stated),i,i,i,i,i,i,1,i,i,-4,0
Cc1cccc(NC(=O)CSc2nnc(CNC(=O)c3cccs3)o2)c1C,i,i,i,i,i,i,-4,i,i,-11,-4

Other compounds follow.
Compound,TMEM16A act,KCNQ1 inh,KCNK9 block,TRPC4 potent,KCNK3 inh,ANO1 block,HDAC3 inh,TRPC4 act,KCNQ1 pot,hERG protect,DYRK1A inh
CC1CN(C(c2ccco2)c2sc3ncnn3c2O)CC(C)O1 (configuration not stated),i,i,i,i,i,i,11,i,i,-7,0
Cc1cc(NS(=O)(=O)c2cc(Cl)sc2Cl)no1,i,i,i,i,i,i,-4,i,i,-8,-5
COc1ccc(C2CC(C(F)(F)F)n3ncc(C(=O)Nc4c(C)n(C)n(-c5ccccc5)c4=O)c3N2)cc1 (configuration not stated),i,i,i,i,i,i,-1,i,i,2,3
Cc1cccc(C)c1NC(=O)c1ccc(-n2cncn2)nc1,i,i,i,i,i,i,8,i,i,-3,23
COc1ccccc1NC(=O)COc1ccc2c(c1)OCO2,i,i,i,i,i,i,-8,i,i,-10,-7
CCCCn1c(N)c(N(CCOC)C(=O)c2nn(CC)c(=O)c3ccccc23)c(=O)[nH]c1=O,i,i,i,i,i,i,1,i,i,-5,2
CCn1cc(/C=N\NC(=O)Cc2ccc(Cl)cc2)cn1,i,i,i,i,i,i,-8,i,i,-2,-4
O=C(NCCO)Nc1ccc(Cl)cc1,i,i,i,i,i,i,-10,i,i,-9,11

The list continues.
Compound,TMEM16A act,KCNQ1 inh,KCNK9 block,TRPC4 potent,KCNK3 inh,ANO1 block,HDAC3 inh,TRPC4 act,KCNQ1 pot,hERG protect,DYRK1A inh
Cc1ccc(S(=O)(=O)NNC(=O)c2csnn2)cc1,i,i,i,i,i,i,1,i,i,-5,-5
Cc1noc(C)c1S(=O)(=O)N(CC(=O)NCc1ccc2c(c1)OCO2)c1ccc(C(C)C)cc1,i,i,i,i,i,i,-2,i,i,-5,-2
COc1ccc(N(CC(=O)Nc2ccc(F)c(Cl)c2)S(=O)(=O)c2c(C)noc2C)cc1,i,i,i,i,i,i,3,i,i,-8,/
CN(C)CCCNC(=O)C(=O)NCC(c1cccs1)S(=O)(=O)c1ccc(F)cc1 (configuration not stated),i,i,i,i,i,i,-2,i,i,-10,-8
CC1=NN(C(=O)Cc2ccccc2)C(O)(c2ccccc2)C1 (configuration not stated),i,i,i,i,i,i,-8,i,i,-8,-1
O=C(CCl)c1cc2c3c(c1)CC(=O)N3CCC2,i,i,i,i,i,i,3,i,i,-12,7
CCOC(=O)c1c(C)c(C(=O)NCCCOC)c(C)n1C,i,i,i,i,i,i,2,i,i,-11,/
O=C(NNc1ccccc1Cl)C(O)(c1cccc(C(F)(F)F)c1)c1cccc(C(F)(F)F)c1,i,i,-8.2*,i,i,i,0,i,i,-9,2

More structures.
Compound,TMEM16A act,KCNQ1 inh,KCNK9 block,TRPC4 potent,KCNK3 inh,ANO1 block,HDAC3 inh,TRPC4 act,KCNQ1 pot,hERG protect,DYRK1A inh
COc1ccccc1NC(=O)N1CCCC1C(=O)Nc1ccc(NC(C)=O)cc1 (configuration not stated),i,i,i,i,i,i,-6,i,i,-7,-1
O=C(NCc1ccccc1Cl)C1CCC(=O)N(CCCN2CCCC2=O)C1 (configuration not stated),i,i,i,i,i,i,-2,i,i,-1,-1
COc1ccc(NC(=O)C2CC(=O)N(Cc3ccc(C)cc3)C2)cc1S(=O)(=O)N1CCCCC1 (configuration not stated),i,i,i,i,i,i,6,i,i,-11,-3
CCN=C(NCC)SC1CC(=O)N(c2cccc(OCC)c2)C1=O (configuration not stated),-9.4*,i,i,i,i,i,-4,i,i,-31,-4
CC1(NC(=O)c2cc(-c3cccs3)nn2-c2ccccc2)CCS(=O)(=O)C1 (configuration not stated),i,i,i,i,i,i,0,i,i,-16,1
Cc1nc(-c2ccc(Cl)cc2)sc1C1(C)CC(c2ccncc2)=NO1 (configuration not stated),i,i,i,i,i,i,6,i,i,-10,9
CCCCSc1n[nH]c(N)n1,i,i,i,i,i,i,3,i,i,-10,3
CC(C)(C)S(=O)(=O)c1ccc(S(=O)(=O)C(C)(C)C)s1,/,i,i,i,/,i,-5,i,i,-6,/

Other entries follow:
Compound,TMEM16A act,KCNQ1 inh,KCNK9 block,TRPC4 potent,KCNK3 inh,ANO1 block,HDAC3 inh,TRPC4 act,KCNQ1 pot,hERG protect,DYRK1A inh
Cc1cccc(C)c1NC(=O)Nc1ccc2c(c1)OCO2,i,i,i,i,i,i,8,i,i,-7,0
Cc1noc(NS(=O)(=O)c2ccc(N/C=C\C(=O)c3cccc4ccccc34)cc2)c1C,i,i,i,i,i,i,11,i,i,-19,14
COC(=O)[C@H](C)NC(=O)Nc1ccccc1C(F)(F)F,i,i,i,i,i,i,4,i,i,-1,-4
CCc1cccc(NC(=O)NC(=O)Cn2nnc(C(=O)OC)c2C(=O)OC)c1,i,i,i,i,i,i,4,i,i,-6,-6
O=C(Nc1nccs1)c1cc(-c2ccncc2)nc2ccccc12,i,i,i,i,i,i,-9,i,i,-15,6
Cc1cccc(-n2cnc3sc(C)c(C)c3c2=O)c1,i,i,i,i,i,i,1,i,i,-5,0
CCCC(C)NC(=O)/C=C/c1cccc([N+](=O)[O-])c1 (configuration not stated),i,i,i,i,i,i,-10,i,i,-5,0
CCC(Sc1nc2cc(OC)c(OC)cc2c(=O)n1CCc1ccc(S(N)(=O)=O)cc1)C(=O)NCCOC (configuration not stated),-4.7*,i,i,i,i,i,-2,i,i,-16,0

The listing continues.
Compound,TMEM16A act,KCNQ1 inh,KCNK9 block,TRPC4 potent,KCNK3 inh,ANO1 block,HDAC3 inh,TRPC4 act,KCNQ1 pot,hERG protect,DYRK1A inh
NS(=O)(=O)c1ccc(CCNC(=O)c2ccc(Cl)nc2)cc1,i,i,i,i,i,i,-2,i,i,-4,1
O=C(CCn1c2c(c3ccccc31)CCCC2)NNC(=O)c1ccccc1Cl,i,i,i,i,i,i,4,i,i,4.7*,0
C/C(CC(=O)Nc1cccc(C(F)(F)F)c1)=N\NC(=O)c1cnccn1,i,i,i,i,i,i,-1,i,i,-3,-1
O=C(CN1CCOCC1)Nc1ccccc1NC(=O)C1CCN(c2ncccn2)CC1,i,i,i,i,i,i,7,i,i,-8,-5
NC(=O)Cn1c2[n+](c3ccccc31)CC(O)CS2 (configuration not stated),i,i,i,i,i,i,-6,i,i,-1,7
CCCCCCN1C=CC(=C/C=C(\C#N)C(=O)OCC)C=C1,i,10*,i,i,i,i,-3,61*,i,-7,/
O=C(NNC(=O)c1ccccc1F)c1ccc(-c2ccc(Cl)cc2)o1,i,i,i,i,i,i,/,i,i,-11,20
CCOc1ccccc1NC(=O)C(NCC1(N2CCCCC2)CCCCC1)c1ccccc1 (configuration not stated),i,i,i,i,i,i,0,i,i,-10,-6
Cc1ccccc1C(=O)NCCNC(=O)c1ccco1,i,i,i,i,i,i,2,i,i,-6,-5
Cc1ccc(C(C#N)c2ccc(Cl)nn2)cc1 (configuration not stated),i,i,i,i,i,i,1,i,i,-8,-2
CC(=O)c1ccc(OCCOc2ccc([N+](=O)[O-])cc2)cc1,i,i,i,i,i,i,7,i,i,-9,4
